# Bioassay records: PubChem BioAssay, Sanford-Burnham Center for Chemical Genomics
# SENP7 block = inhibitors of human SENP7 protease. inhibition, % at 5 µM. hit rate 1.5% among 330,000. recombinant SENP7, Z-RLRGG-aminoluciferin luminescence, 40 min. Q9BQF6. AID 434973;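 active means inhibition above about 50% at the single test dose, limit read from the data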;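 further: plate controls were DMSO with enzyme for no effect and no enzyme buffer wells for full effect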
# SENP6 inh = SENP6 protease inhibition; Recombinant SENP6 catalytic domain, aminoluciferin luminescence; AID 2599; hit rate 1.8% among 330,000; Q9GZR1; inhibition, % at 10 µM;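 active means inhibition above about 50% at the single tested dose, limit read from the data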;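 further: plate controls were DMSO wells with enzyme for no effect and DMSO wells lacking enzyme for full effect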
# PfG6PD inh = PfG6PD (Plasmodium falciparum) enzyme inhibition | PfGluPho enzyme, NADPH resazurin-diaphorase fluorescence | inhibition, % at 20 µM | hit rate 0.78% among 350,000 | AID 504690;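 active means inhibition reaching at least a set limit at 20 µM in the primary screen, cut at about 59% in these data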;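 further: 0% = DMSO wells with substrate and 100% = DMSO wells lacking glucose-6-phosphate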
# SENP1 inh = SENP1 (human) catalytic domain inhibition; hit rate 0.21% among 360,000; inhibition, % at 10 µM; recombinant SENP1 catalytic domain, CyPet-SUMO1-YPet FRET cleavage;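 active means inhibition at least 30% at 10 µM, raw YFP signal under a set limit, fluorescence ratio 0.5 to 1.5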;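 further: 0% = enzyme with DMSO and 100% = no enzyme wells; some results filed as inactive read as strong as hits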
#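 Compound: 10 µM single point, 0.5% DMSO; Test system: hSENP1 catalytic domain, recombinant; Timing: 50 min reaction at room temperature; Technique: FRET, CFP and YFP emission; Control set: no-enzyme wells low, DMSO-plus-enzyme wells high control.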
# SENP8 block-1 = blocks the human protease SENP8. Q96LD8. purified SENP8, Z-RLRGG-aminoluciferin cleavage, luminescence. inhibition, % at 10 µM. hit rate 1.2% among 330,000. AID 2540; in the data active means inhibition above about 50%
# Apaf-1 inh = human Apaf-1 inhibition. inhibition, % at 20 µM. reconstituted apoptosome caspase-3 activity, DEVD-Rh110 fluorescence. O14727. hit rate 0.71% among 330,000. AID 489030; active means inhibition of at least 40% at 20 µM;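 further: plate controls were DMSO wells for no effect and DEVD-CHO caspase inhibitor wells for full effect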
# Target sequence (O14727 whole entry, looked up): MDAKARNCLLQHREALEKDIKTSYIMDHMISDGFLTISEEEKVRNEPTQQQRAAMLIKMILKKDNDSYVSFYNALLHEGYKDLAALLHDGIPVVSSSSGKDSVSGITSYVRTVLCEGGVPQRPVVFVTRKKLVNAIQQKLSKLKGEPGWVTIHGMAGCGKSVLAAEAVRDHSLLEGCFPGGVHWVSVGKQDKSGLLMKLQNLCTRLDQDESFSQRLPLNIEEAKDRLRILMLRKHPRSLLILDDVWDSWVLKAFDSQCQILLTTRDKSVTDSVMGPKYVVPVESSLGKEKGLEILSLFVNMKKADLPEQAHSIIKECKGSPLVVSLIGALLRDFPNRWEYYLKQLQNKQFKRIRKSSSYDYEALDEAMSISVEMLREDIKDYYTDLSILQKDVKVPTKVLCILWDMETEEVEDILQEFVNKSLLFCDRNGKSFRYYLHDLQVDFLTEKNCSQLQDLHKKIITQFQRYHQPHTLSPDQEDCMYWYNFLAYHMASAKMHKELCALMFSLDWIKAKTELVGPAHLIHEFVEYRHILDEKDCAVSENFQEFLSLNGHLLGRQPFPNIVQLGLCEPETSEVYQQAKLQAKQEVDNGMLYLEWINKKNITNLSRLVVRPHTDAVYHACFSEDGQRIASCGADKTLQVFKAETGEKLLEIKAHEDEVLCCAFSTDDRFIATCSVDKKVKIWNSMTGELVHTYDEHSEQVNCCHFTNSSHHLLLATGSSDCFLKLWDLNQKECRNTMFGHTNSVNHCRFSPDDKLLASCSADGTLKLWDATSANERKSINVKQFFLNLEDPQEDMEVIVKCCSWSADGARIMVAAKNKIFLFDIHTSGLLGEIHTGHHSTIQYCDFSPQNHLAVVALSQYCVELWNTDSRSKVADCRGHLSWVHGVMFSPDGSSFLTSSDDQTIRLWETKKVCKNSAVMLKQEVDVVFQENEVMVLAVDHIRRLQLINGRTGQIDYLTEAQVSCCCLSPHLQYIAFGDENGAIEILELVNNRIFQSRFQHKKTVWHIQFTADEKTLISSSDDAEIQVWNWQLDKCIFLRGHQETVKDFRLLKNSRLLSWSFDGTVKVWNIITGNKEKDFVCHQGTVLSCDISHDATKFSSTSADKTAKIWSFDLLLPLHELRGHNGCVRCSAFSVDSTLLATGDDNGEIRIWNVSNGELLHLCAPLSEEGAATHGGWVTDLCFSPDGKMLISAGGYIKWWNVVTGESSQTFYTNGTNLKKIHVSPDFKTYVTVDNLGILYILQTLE
#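 Assay system: Apoptosome proteins | Medium: pH 7.5 Hepes buffer with CHAPS, BSA, DTT | Also added: Cytochrome c and DEVD-Rh110 substrate | Times: 30 min plus 50 min, RT | Detection: Rhodamine 110 fluorescence at Ex 480/Em 540 nm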
# SENP8 block-2 = inhibitors of human SENP8 protease; AID 602440; hit rate 0.64% among 360,000; inhibition, % at 20 µM; recombinant SENP8, Nedd8 substrate fluorescence; Q96LD8; in the data active means inhibition mostly above about 40%, no sharp cut-off; inactive means mostly below about 27%
# HKDC1 inhibitor = blocks human hexokinase HKDC1 activity; inhibition, % at 20 µM; Q2TB90; recombinant HKDC1, G6PDH/diaphorase resazurin coupled fluorescence; hit rate 0.16% among 340,000;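 active means inhibition above about 35% when tested at 20 µM, limit read from the data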;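 further: plate controls were DMSO wells with enzyme for no effect and DMSO wells lacking enzyme for full effect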
#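 Test system: HK5 enzyme. Quantity: 5 µg/mL HK5 final. Reagent: glucose and ATP substrates. Schedule: 90 min reaction incubation at room temperature, dark. Technique: resazurin-to-resorufin fluorescence via G6PDH and diaphorase coupling, 525/613 nm. Control set: DMSO wells with and without enzyme mix.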
# The depositor's hits bear a star; i = inactive; nt = not tested or not shown.
SMILES,SENP7 block,SENP6 inh,PfG6PD inh,SENP1 inh,SENP8 block-1,Apaf-1 inh,SENP8 block-2,HKDC1 inhibitor
Cc1ccc(C(O)(COC(=O)C(C)C)COC(=O)C(C)C)c(O)c1,11,-10,0,1,-9,-6,12,0
COc1ccc(S(=O)(=O)Nc2ccc(F)cc2)cc1N(C)S(=O)(=O)c1ccc(Cl)cc1,7,-11,10,1,3,5,2,5
CCc1ccccc1NC(=O)CCc1c(C)nc(SC)nc1C,-2,-7,-15,-1,1,5,10,-1
O=C(NC(=S)N1CCc2ccccc21)c1ccc(Br)o1,-3,-30,-18,-44,-7,-12,-19,0
O=C(CN1c2ccccc2Sc2ccccc21)NNC(=S)Nc1ccc(Cl)cc1,3,-8,-21,-2,5,0,-5,-18
CC1CCCN(CCCOc2ccc(Br)cc2Cl)C1 (stereo not drawn),0,6,-3,2,6,-1,15,-3
COC(=O)c1ccc(N2C(=O)CC(N3CCOCC3)C2=O)cc1 (stereo not drawn),-5,-25,7,0,-5,0,35,-4
O=C(Nc1cc(Cl)ccc1-n1cncn1)c1ccc([N+](=O)[O-])o1,2,0,15,-42,6,8,1,3
COc1ccc(S(=O)(=O)N(C)C)cc1NC(=O)Cc1c[nH]c2ccccc12,-7,-25,10,-5,-4,-8,-10,8
COc1cccc(N2C(=O)N(c3ccccc3Cl)C3CS(=O)(=O)CC32)c1 (stereo not drawn),7,-7,-16,3,-2,10,14,3
COc1ccccc1C(=O)NCCCNC(=O)c1ccccn1,3,-12,-11,-6,6,2,15,-4
O=C(Nc1ccon1)c1nc[nH]c1C(=O)NCc1ccccc1,5,-8,-1,0,0,-6,16,5
COCCNC(=S)N/N=C/c1ccc2c(c1)OCCO2,4,1,16,0,-9,-2,26,-2
O=C(COc1ccc(Cl)cc1)NCCc1ccccn1,7,8,10,2,1,5,-4,-1
Cc1cccc(NC(=O)NN2CCN(C)CC2)c1C,-4,-12,-5,1,-22,12,-5,4
COc1ccc([C@H]2CC(=O)C=C(c3ccc(C)c([N+](=O)[O-])c3)C2)cc1,-6,-8,0,1,-8,12,28,1
COc1ccccc1OCc1ccc(C(=O)N(C)C)o1,0,-31,-7,3,-13,-1,14,0
O=C(O)c1nn(-c2cccc(Cl)c2)c(=O)cc1O,0,-3,-1,2,6,-5,2,5
COc1ccccc1NS(=O)(=O)c1cccc(C(=O)N2CCCCCCC2)c1,6,6,17,1,5,21,13,0
CC1CC(NC(=O)/C(C#N)=C/c2ccc[nH]2)CC(C)(C)C1 (stereo not drawn),-2,-2,1,3,0,-26,10,-3
O=C(COc1ccc(Cl)cc1Cl)NC(=O)N1CCOCC1,-6,-9,7,2,-6,-7,11,2
COc1cc(S(=O)(=O)NCCOC23CC4CC(CC(C4)C2)C3)c(OC)cc1Cl,0,-9,9,0,-2,17,23,11
Oc1ccc(C2=CSC3=NCCN23)cc1O,-9,-16,25,1,-5,2,23,0
Cc1cccc(-n2c(SCC(=O)N3CC(=O)Nc4ccccc43)nc3ccccc3c2=O)c1,6,2,4,-83,6,-13,-79,-4
COc1ccc(S(=O)(=O)N(C(C)=O)c2ccc3oc(=O)sc3c2)cc1,-2,7,9,0,-7,5,15,-17
O=C(COC(=O)c1ccccc1OCc1ccc(Cl)cc1)NC1CC1,0,-24,6,1,-1,-6,24,2
O=S(=O)(NCc1nnc2ccccn12)c1ccc(F)cc1,-3,-10,-9,1,-6,3,4,-5
Cc1ccc(S(=O)(=O)N2CCC(C)CC2)cc1C(=O)NCc1ccccn1,8,15,7,0,10,5,13,1
CCC1(CC)C(=O)N(C)C(=O)NC1=Nc1ccc(OC)cc1,11,-6,6,2,-10,0,24,0
COc1cccc(CNCCNC(=O)c2ccco2)c1OC,5,-25,3,0,0,0,15,-3
Cc1sc2nc(N)sc2c1C,-4,-14,40,0,-5,-4,-23,0
CCn1cc(S(=O)(=O)NCCc2ccc(F)cc2)cn1,9,-5,0,2,-5,-9,9,1
O=C1C2C(C(=O)N1/N=C/c1ccco1)C1C=CC2C12CC2 (stereo not drawn),1,1,8,3,5,-9,12,-6
Cc1ccccc1S(=O)(=O)NCc1cccnc1,nt,nt,-11,1,nt,nt,11,10
COC(C/C=C\C(=O)[C@@H](C)OCc1ccccc1)OC,-9,1,nt,nt,0,-8,nt,nt
CCCc1ccc(OCCNC(=O)c2ccco2)cc1,-1,14,-5,0,3,7,4,3
COc1cccc2c(O)cc(=O)n(C)c12,-1,-1,37,-5,-6,-3,8,-7
CCOC(=O)N1CCC(=NNc2nc(C)cc(=O)[nH]2)CC1,1,18,16,1,4,-10,27,0
Nc1c(C=C2C=CC(=O)C=C2)c(=O)nc2sc(CC(=O)N3CCCC3)nn12,-1,1,-6,-52,-2,-3,11,-5
COc1ccc(NC(=O)CN(C)C(=O)CCCNC(=O)c2ccc(Cl)cc2)cc1,1,-8,8,2,-4,-2,1,-4
CC(=O)N1CCN(c2ccc(NC(=O)c3ccc4c(c3)OCCO4)cc2)CC1,0,-4,-1,1,-7,-9,9,-5
Cc1ccnc(NC(=O)c2ccc(Cl)cc2Cl)n1,6,0,nt,nt,-8,-1,nt,nt
CCCN1CCC(=O)N([C@H](CSc2ccc(C)cc2)CC(C)C)CC1,4,-4,14,-7,-6,20,11,-5
CC(NC(=O)c1ccccc1F)c1nnc(SCC(=O)N2CCN(c3ccccc3)CC2)n1C (stereo not drawn),-2,-15,-5,-1,-4,-13,12,-4
CCCCn1c(N)c(N(CCOC)C(=O)C2CCN(C(=O)c3ccc(F)cc3)CC2)c(=O)[nH]c1=O,6,-6,-3,-5,-12,7,-1,-5

# Arranged by the number under HKDC1 inhibitor (descending): some entries from above
canonical_smiles,SENP7 block,SENP6 inh,PfG6PD inh,SENP1 inh,HKDC1 inhibitor
Cc1ccccc1S(=O)(=O)NCc1cccnc1,nt,nt,-11,1,10
CCCc1ccc(OCCNC(=O)c2ccco2)cc1,-1,14,-5,0,3
CCOC(=O)N1CCC(=NNc2nc(C)cc(=O)[nH]2)CC1,1,18,16,1,0
CC(NC(=O)c1ccccc1F)c1nnc(SCC(=O)N2CCN(c3ccccc3)CC2)n1C (stereo not drawn),-2,-15,-5,-1,-4
Nc1c(C=C2C=CC(=O)C=C2)c(=O)nc2sc(CC(=O)N3CCCC3)nn12,-1,1,-6,-52,-5
COc1cccc2c(O)cc(=O)n(C)c12,-1,-1,37,-5,-7

# (listing goes on)
SMILES,SENP7 block,SENP6 inh,PfG6PD inh,SENP1 inh,SENP8 block-1,Apaf-1 inh,SENP8 block-2,HKDC1 inhibitor
CSc1ccccc1NC(=S)Nc1cccc(C(F)(F)F)c1,-4,-1,15,2,-6,1,6,-1
Cc1ccc(OC(=O)c2ccc(N3CCOCC3)c([N+](=O)[O-])c2)cc1,-2,-18,11,3,-4,22,11,-1
Cc1oc2c(CN3CCCCC3)c(O)ccc2c(=O)c1-c1ccc(Br)cc1,-2,3,-5,2,5,5,-286,-1
O=S(=O)(c1ccc(C2=CSC3=NCCN23)cc1)N1CCOCC1,10,-21,52,4,-12,-5,-22,-5
CC1(C)CC(=O)C2=C(C1)Nc1ncnn1C2c1ccccn1 (stereo not drawn),-8,-8,6,0,-2,-6,-14,2
COc1ccc(C(=O)Nc2nc(N3C(=O)c4ccccc4C3=O)n(-c3ccccc3)n2)cc1,-4,-12,-52,0,-9,6,5,-2
CCC(=O)NC(Nc1sc2c(c1C(=O)OC)CCN(C)C2)(C(F)(F)F)C(F)(F)F,-4,-15,0,-145,-1,7,-56,3
CCOC(=O)Cc1csc(NS(=O)(=O)c2ccc(F)cc2)n1,-2,-6,-17,3,-1,-12,8,0
CN(C)/C=C/C(=O)c1ccc(F)cc1,-5,-1,-4,-19,-3,1,34,7
O=C(NC1CCCC1)c1cccc(S(=O)(=O)Nc2ccccc2F)c1,8,-14,-28,1,-3,3,7,-2
COC(=O)/C(C#N)=C/c1ccc(C)o1,-1,-6,-1,1,-12,12,17,-3
O=C(COc1ccc(Cl)cc1Cl)Nc1ccccc1NS(=O)(=O)c1cccs1,-6,-7,-30,11,-18,10,26,4
CC(C)(Oc1ccc(Cl)cc1)C(=O)Nc1cccc(S(=O)(=O)NC2=NCCC2)c1,-5,7,-5,-1,-4,-5,2,0
O=C(CSc1nc2ccccc2[nH]1)N/N=C/C=C\c1ccccc1[N+](=O)[O-],7,3,11,3,-3,18,26,-3
CCCCCc1ccc(-c2cn(Cc3ccc(C)cc3)nn2)cc1,-5,-7,0,0,-11,11,10,-5
COc1ccc(Cn2c(N)c(C#N)c3nc4ccccc4nc32)cc1OC,14,34,-4,-73,16,86*,i,8
Cc1ccc(NC(=O)COc2ccc(N3CC(C(N)=O)CC3=O)cc2)c(C)c1 (stereo not drawn),0,-16,-1,2,-4,6,9,-7

# An excerpt of these results, with two lines to a compound.
# Values run as follows: SENP7 block, SENP6 inh, PfG6PD inh, SENP1 inh, SENP8 block-1, Apaf-1 inh, SENP8 block-2, HKDC1 inhibitor
Cc1ccc(OC(=O)c2ccc(N3CCOCC3)c([N+](=O)[O-])c2)cc1
 : -2, -18, 11, 3, -4, 22, 11, -1
O=C(NC1CCCC1)c1cccc(S(=O)(=O)Nc2ccccc2F)c1
 : 8, -14, -28, 1, -3, 3, 7, -2

# Laid out differently: results already given
Molecule	SENP7 block	SENP6 inh	PfG6PD inh	SENP1 inh	SENP8 block-1	Apaf-1 inh	SENP8 block-2	HKDC1 inhibitor
O=C(COc1ccc(Cl)cc1Cl)NC(=O)N1CCOCC1	-6	-9	7	2	-6	-7	11	2
COc1cc(S(=O)(=O)NCCOC23CC4CC(CC(C4)C2)C3)c(OC)cc1Cl	0	-9	9	0	-2	17	23	11
Oc1ccc(C2=CSC3=NCCN23)cc1O	-9	-16	25	1	-5	2	23	0
Cc1cccc(-n2c(SCC(=O)N3CC(=O)Nc4ccccc43)nc3ccccc3c2=O)c1	6	2	4	-83	6	-13	-79	-4
